From PubChem
Runt-CBFb FRET: inhibitors of human RUNX1 Runt domain binding to CBFb. inhibition, % at 20 µM. AID 1496. Q01196+Q13951. 0.46% of 220,000 active. Cerulean-Runt/Venus-CBFb FRET ratio 530/480, 1 h;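 active means inhibition over about 50% at 20 µM in the single-dose screen, limit read from the data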;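 further: 0% = DMSO wells and 100% = excess unlabeled CBFb competitor control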
Target sequence (Q01196 whole entry, looked up, the tested form may be a part): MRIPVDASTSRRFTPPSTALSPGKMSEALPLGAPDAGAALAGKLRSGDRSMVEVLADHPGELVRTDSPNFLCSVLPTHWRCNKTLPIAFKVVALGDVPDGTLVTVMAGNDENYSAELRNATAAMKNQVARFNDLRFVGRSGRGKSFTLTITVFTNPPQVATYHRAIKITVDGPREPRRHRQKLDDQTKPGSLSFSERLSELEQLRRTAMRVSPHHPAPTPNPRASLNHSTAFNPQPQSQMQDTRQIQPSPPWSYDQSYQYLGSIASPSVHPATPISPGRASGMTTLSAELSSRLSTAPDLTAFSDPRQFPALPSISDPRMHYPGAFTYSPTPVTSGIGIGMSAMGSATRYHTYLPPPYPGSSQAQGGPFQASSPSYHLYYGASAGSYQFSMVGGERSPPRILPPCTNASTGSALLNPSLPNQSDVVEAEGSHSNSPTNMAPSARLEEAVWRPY
Target sequence (Q13951 whole entry, looked up, the tested form may be a part): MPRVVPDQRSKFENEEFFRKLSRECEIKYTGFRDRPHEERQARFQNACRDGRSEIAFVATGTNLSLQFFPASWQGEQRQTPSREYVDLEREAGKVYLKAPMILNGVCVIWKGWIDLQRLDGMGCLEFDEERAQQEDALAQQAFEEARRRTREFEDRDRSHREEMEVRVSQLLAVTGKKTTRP
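test system = Cerulean-Runt domain fusion protein, energy donor | probe or stimulus = Venus-CBFb binding partner, 100 nM | incubation = two 1 h room-temperature incubations shielded from light | detection = fluorescence energy transfer, 422 nm excitation, 530/480 nm emission | measure = loss of energy transfer signal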
NPY-Y2 PAM-ag: human NPY-Y2 potentiation or agonism, primary screen | P49146 | cells expressing NPY-Y2, potentiator/agonist read-out | activation, % at 3.6 µM | 0.45% of 220,000 active; in the data active means activation above about 27%;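 further: cells stimulated with NPY near EC25 plus isoproterenol at EC100; 0% = vehicle plus submaximal agonist and 100% = vehicle plus saturating agonist; some results beyond the cut were filed as inactive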
S1P4 agonist: agonists of human S1P4 receptor; O95977; S1P4-expressing cell line, agonist reporter assay; activation, % at 4.98 µM; 0.35% of 220,000 active; AID 1509; in the data active means activation above about 11%;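 further: 0% = DMSO vehicle and 100% = reference agonist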
NPY-Y1 antag: antagonists of human neuropeptide Y receptor Y1 | HEK293-CNG Y1 cells, membrane potential fluorescence; NPY at EC95, then isoproterenol | inhibition, % at 3.6 µM | 1% of 200,000 active;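 active means inhibition above the campaign mean inhibition of all tested compounds plus 3 SD, cut at about 20% in these data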;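 further: 0% = DMSO wells given NPY plus isoproterenol and 100% = isoproterenol alone without NPY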
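material = HEK293 cells with Y1 receptor plus CNG channel | also added = NPY 25 nM then isoproterenol 1 µM plus Ro 20-1724 25 µM | schedule = dye 3 h, compound 60 min room temperature, stimulation 45 min | measured by = membrane potential fluorescence | benchmarks = high control isoproterenol alone, low control NPY with isoproterenol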
RBBP9 inh: human RBBP9 hydrolase inhibition. 0.2% of 220,000 active. inhibition, % at 7.94 µM. AID 1515. recombinant RBBP9, FP-Rh probe fluorescence polarization;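 active means inhibition above the campaign mean of all tested compounds plus 3 SD, cut at about 14% in these data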;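 further: plate controls were DMSO wells with RBBP9 for no effect and wells lacking RBBP9 protein for full effect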
Target sequence (O75884 whole entry, looked up): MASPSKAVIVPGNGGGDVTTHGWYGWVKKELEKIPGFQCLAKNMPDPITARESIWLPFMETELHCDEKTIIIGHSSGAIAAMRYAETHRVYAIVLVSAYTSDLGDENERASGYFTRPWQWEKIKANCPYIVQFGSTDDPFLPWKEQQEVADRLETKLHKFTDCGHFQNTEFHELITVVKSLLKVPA
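System: RBBP9 protein | Quantity: 2.5 µM RBBP9 dispensing solution, before mixing | Reagent: FP-Rh probe, 375 nM dispensing solution | Timing: Enzyme-compound preincubation 30 min, then probe labeling 45 min, 25 °C | Measured by: Fluorescence polarization | Read-out: % inhibition | Replication: One well per compound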
S1P4 antagonist: human S1P4 receptor antagonism; S1P4-expressing cells, antagonist mode, reporter read-out; inhibition, % at 4.98 µM; 0.26% of 220,000 active; AID 1510; in the data active means inhibition above about 29%;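 further: 0% = wells stimulated with agonist and 100% = vehicle wells without agonist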
BaF3 parental: counter-screen for JAK2V617F inhibitors: parental Ba/F3 viability inhibitors; CellTiter-Glo ATP luminescence; inhibition, % at 5.6 µM; 1.1% of 220,000 active; AID 1486;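 active means inhibition above a per-campaign cutoff, the mean inhibition of all tested compounds plus 3 SD, cut at about 27% in these data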;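 further: 0% = DMSO wells and 100% = JAK Inhibitor I control wells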
NPY-Y1 PAM-ag: potentiators or agonists of human neuropeptide Y receptor Y1; P25929; NPY-Y1 expressing cells, potentiator/agonist activation; activation, % at 3.6 µM; 0.37% of 220,000 active; AID 1304; in the data active means activation above about 33%, passing the limit was not always enough;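 further: cells stimulated with NPY at EC10 then isoproterenol at EC100; 0% = low agonist plus stimulus and 100% = saturating agonist plus stimulus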
Ba/F3 V617F tox: loss of viability in JAK2V617F-driven Ba/F3 cells; 1.1% of 220,000 active; AID 1446; Ba/F3 EpoR-JAK2V617F viability, ATP luminescence; inhibition, % at 5.6 µM;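 active means inhibition above the campaign mean plus 3 SD over all tested compounds, cut at about 24% in these data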;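 further: cytokine-independent growth of Ba/F3 cells driven by EpoR plus mutant JAK2; 0% = DMSO-treated cells and 100% = JAK inhibitor I control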
Starred values were filed as active, the others as inactive; x = no result given. The order is random. Share with any hit: about 3.6%.

SMILES	Runt-CBFb FRET	NPY-Y2 PAM-ag	S1P4 agonist	NPY-Y1 antag	RBBP9 inh	S1P4 antagonist	BaF3 parental	NPY-Y1 PAM-ag	Ba/F3 V617F tox
O=C(CN(Cc1ccccc1F)C(=O)Cn1nnc(-c2cccs2)n1)NC1CCCCC1	-1	-10	-1.9	13	-1	-21	-3	-11	6
CC1CCN(S(=O)(=O)c2ccc(NC(=O)c3cccs3)cc2)CC1	0	14	-0.5	-4	-22	-19	6	10	-5
COc1ccccc1-c1nnc(SCC(=O)N2CCC(C)CC2)o1	-1	-7	-2.2	2	3	3	5	-16	0
CCN(C(=O)CSc1nnc(Cn2nnc3ccccc32)o1)c1nc(-c2ccccc2)cs1	0	1	-2.3	-5	2	-1	1	0	0
O=C(C[n+]1ccccc1)N/N=C/c1ccccc1F	0	-8	0.9	2	-4	17	5	4	1
O=C(Nc1ccn(Cc2ccc(Cl)cc2)n1)c1ccccc1	0	-1	3.4	-2	-4	-23	2	9	4
COc1ccnc(Nc2cccc(C)c2)c1C#N	1	5	-1.4	3	-5	-5	5	7	0
C/C(=N/NC(=O)Cc1c(C)[nH][nH]c1=O)c1ccc(O)cc1	0	-7	1.0	10	-2	-9	7	-26	-3
O=C(c1sc2ccccc2c1Cl)N(Cc1ccccc1)C1CCS(=O)(=O)C1 (configuration not stated)	0	-2	1.8	6	9	-14	6	2	2
CC(C)Cc1ccc(/C=C/C(=O)N2CCOCC2)cc1	-5	-15	-0.1	4	-8	7	4	-13	-2
CN(C)c1cc[n+](Cc2c(Cl)cccc2Cl)cc1	0	19	2.9	0	-1	-9	80*	-3	98*
COc1cccc(-c2ccc3c(N)c(C(=O)NC4CC4)sc3n2)c1	-1	-5	0.6	x	-12	-8	4	9	-1
O=C(Nc1c2c(nn1-c1ccc(F)cc1)CS(=O)C2)C12CC3CC(CC(C3)C1)C2 (configuration not stated)	0	10	-0.5	8	4	2	4	10	-3
Cc1ccn2c(-c3n[nH]c(=S)n3Cc3ccccc3)c(C)nc2c1	7	2	0.1	3	-2	-11	4	-4	4
COc1ccc(CNC(=O)C(c2ccncc2)N(C(=O)Cc2cccs2)c2ccccc2)cc1 (configuration not stated)	-6	8	2.3	0	1	3	1	6	-3
CCOC(=O)c1cccc(NC(=O)COC)c1	0	-5	-0.4	5	2	-9	1	1	-4
O=C(CCCN1C(=O)c2ccccc2C1=O)Nc1nnc(C2CC2)s1	-1	-4	1.0	1	-6	9	5	20	-3
COc1ccccc1NC(=O)Cn1c(CN2CCCCC2)nc2ccccc2c1=O	-5	14	0.7	5	-2	-11	7	-15	2
Cc1noc(C)c1COc1ccc(C(=O)NCC2CCCO2)cc1 (configuration not stated)	-1	-2	0.4	-4	5	10	6	44	1
O=C(/C=C/c1ccccc1)Nc1ccc(C(=O)N2CCCCC2)cc1	-1	-13	-2.5	-2	-6	-4	3	-4	-2
CC(C)(C)NC(=O)C(c1ccncc1)N(C(=O)c1csnn1)c1cccc2ccccc12 (configuration not stated)	1	-7	-0.9	-1	-14	-7	2	-8	2
COC(=O)c1cc2sc(Cl)cc2n1CC(=O)N1CCCc2ccccc21	0	3	0.5	11	-4	8	0	-15	2
COCCNC(=S)Nc1ccccc1Cc1ccccc1	1	12	-1.7	0	5	15	4	-5	0
COc1ccc(CCNS(=O)(=O)c2cccc(S(=O)(=O)N3CCCC3)c2)cc1OC	-2	11	0.5	-1	-5	-14	6	-13	-1
Cc1nnc(N/N=C/c2c(O)n(-c3cccc(C(F)(F)F)c3)c(=O)c3ccccc23)[nH]c1=O	-7	-7	-0.2	x	-2	-11	0	12	-3
COC(=O)COc1ccc(C2Nc3c(Cl)ccc(C(=O)O)c3C3C=CCC32)cc1 (configuration not stated)	19	2	0.6	-2	-1	-1	4	0	5
Cc1cc(C)n(Cc2ccc(C(=O)O)cc2)n1	-2	-10	-1.5	2	0	-6	0	6	-3
O=C(C1CCCO1)N1CCN(c2ccccn2)CC1 (configuration not stated)	2	-1	0.5	6	-5	-6	7	17	-2
O=C(NCCc1nnc2ccc(NCc3ccccc3Cl)nn12)c1ccccc1	1	17	-1.7	3	1	-4	-1	2	-2
CCn1c(SCc2nc3cc(OC)c(OC)cc3c(=O)[nH]2)nnc1-c1ccncc1	-2	1	-2.5	-4	-2	2	0	3	2
Cn1c(CCNC(=O)c2cccs2)nnc1SCC(=O)Nc1nc(-c2ccccc2)cs1	0	-1	1.5	-5	-6	-3	-1	11	2
CC1(C)Cc2ccccc2-c2c1c(=O)n(-c1ccccc1)c1nnnn21	x	2	-1.3	-1	0	-5	3	-24	-3
COc1ccc2c(c1)OC1=C(C(=O)CCC1)C2C1=C(O)CCCC1=O (configuration not stated)	4	4	-1.3	-4	-1	1	5	3	4
Cc1ccc(NC(=S)NNc2ncc(C(F)(F)F)cc2Cl)c(C)c1	6	9	-0.5	3	-1	-7	2	-10	-2
O=c1[nH]c(=S)[nH]c2c1C(c1cc([N+](=O)[O-])c(N3CCOCC3)cc1N1CCOCC1)O2 (configuration not stated)	-1	-6	1.7	-3	-6	1	3	-11	2
O=C(c1cccn(Cc2ccc(Cl)c(Cl)c2)c1=O)N1CCOCC1	0	1	-1.1	2	-4	-11	7	-22	-1
N#CC1=C(N2CCOCC2)/C(=C\c2ccccc2)CC1	-1	8	0.1	2	-9	-13	4	-32	-2
COc1ccc(CN2CCNC(=O)C2CC(=O)NCCc2nc(C)c(C)s2)c(OC)c1 (configuration not stated)	0	-3	-0.1	x	-12	0	-2	26	-4
CC(C)Cc1cc(C(=O)NCc2cccs2)no1	0	5	-0.8	2	5	4	0	-8	-2
Cc1ccc(NC(=O)NNC(=O)c2snnc2C)cc1	0	12	-0.2	2	-3	-8	5	-2	0
Cc1ccc(S(=O)(=O)N2CCOCC2)c2nsnc12	1	0	0.5	1	-1	-3	4	5	-1
Cc1nnc(C)c2c(C)n(Cc3ccc4c(c3)OCO4)c(C)c12	1	-3	1.9	7	-4	8	3	-18	1
CC(=O)N(Cc1cc(=O)[nH]c2ccccc12)c1ccccc1	-1	9	-0.4	-3	-6	-4	6	21	-3
Cc1oc(-c2cccs2)nc1CS(=O)CC(=O)NCc1ccc2c(c1)OCO2 (configuration not stated)	2	-21	-1.2	x	-8	-5	-7	-18	1
Cc1ccc(NC(=O)Nc2nnc(CSCCOc3ccc(Cl)cc3)s2)cc1	2	6	2.3	1	2	-6	5	-2	-3
O=[N+]([O-])c1ccc(N/N=C2\CC3CC=CC23)c([N+](=O)[O-])c1 (configuration not stated)	0	0	1.1	0	-5	-8	5	-1	-1
CCC(=O)N/N=C(\C)CC(=O)Nc1cc(Cl)ccc1C	-2	-2	0.5	-2	-14	-15	7	3	3
CCSc1nnc(-c2ccccc2N=Cc2c(C)[nH]n(-c3ccccc3)c2=O)c(=O)[nH]1	1	-3	0.4	1	-7	-6	1	-7	0
COc1ccc(CC(=O)Nc2ccccc2N2CCCCC2)cc1OC	-3	-1	3.5	x	-5	22	4	-4	0
O=C(NC(=S)N1CCc2ccccc21)c1ccc(Br)o1	13	16	1.4	0	-4	1	2	18	-1

(list continues)
SMILES	Runt-CBFb FRET	NPY-Y2 PAM-ag	S1P4 agonist	NPY-Y1 antag	RBBP9 inh	S1P4 antagonist	BaF3 parental	NPY-Y1 PAM-ag	Ba/F3 V617F tox
Cc1nc(NC2=NCN(CCCN3CCOCC3)CN2)nc2c(C)cccc12	0	4	-0.2	-1	6	-38	-2	2	-2
COc1ccc(C)cc1N1C(=N)/C(=C2/Nc3ccccc3S2)C(c2ccccc2)C1=O (configuration not stated)	-1	-13	-1.5	1	-5	-4	8	-10	3
CCN1C(=O)c2ccccc2S(=O)c2ccc(C(=O)NCCCN3CCCC3=O)cc21 (configuration not stated)	0	-7	0.1	-6	0	-8	8	2	1
CCN1C(=O)c2ccccc2S(=O)c2ccc(C(=O)N3CCCCCC3)cc21 (configuration not stated)	0	-10	-2.9	0	-9	-14	7	3	-3
CC1=CC(C)(C)N(C(=O)Nc2ccccc2)c2ccccc21	x	7	1.8	3	-3	-5	1	1	-3
Cc1nc(N2CCN(S(=O)(=O)c3ccc(F)cc3)CC2)c2c(-c3cccs3)csc2n1	0	-8	-3.4	9	-9	-8	1	-18	-2
C/C(=N/NC(=O)CNC(=O)C1COc2ccccc2O1)c1ccc2c(c1)OCCO2 (configuration not stated)	1	-16	0.5	6	-3	-16	5	-22	4
Cc1coc2cc3oc(=O)cc(C)c3cc12	-1	-5	0.3	4	10	-20	7	-27	-3
Cc1ccc(NC(=O)N2CCCN(Cc3ccc(F)cc3)C2)cc1C	2	4	-1.7	-1	8	-24	7	8	-1
CN(c1cccc(NC(=O)c2cccc([N+](=O)[O-])c2)c1)S(C)(=O)=O	0	-13	4.2	-1	-2	-12	7	-7	0
COc1cccc2cc(C(=O)n3ccc(C)n3)c(=O)oc12	1	3	-1.6	-3	4	5	-3	-12	-4
COc1cc(S(=O)(=O)NC2CCCC2)c(OC)cc1Cl	2	6	-4.8	-5	-2	-13	4	-1	-2
COc1cc(C(=O)N2CCN(S(=O)(=O)c3ccc(C)cc3)CC2)ccc1OCc1c(C)noc1C	-2	14	2.2	-7	-10	-3	8	8	6
CC12C(=O)N(c3ccc(OC(=O)c4ccco4)cc3)C(=O)C1C1c3ccccc3C2c2ccccc21 (configuration not stated)	1	-1	-0.4	-6	-1	-6	3	7	-3
O=C(CSc1nc2c(sc3ccccc32)c(=O)n1CCCN1CCCC1)NCc1ccco1	3	-13	0.2	0	-3	-6	5	-18	2
CCOC(=O)N1CCN(C(=O)C(CC(C)C)NS(=O)(=O)c2ccc3c(c2)oc(=O)n3C)CC1 (configuration not stated)	0	-4	-0.2	2	-12	-1	1	-12	2
COC(=O)c1cc2sccc2n1CC(=O)Nc1ccc(OC)c(OC)c1OC	-2	0	-1.7	-3	-8	-20	1	-12	-1
Nc1c(C(=O)Nc2ccccc2)sc2nc3c(c(-c4ccco4)c12)CCC3	12	6	0.6	5	-3	-1	6	2	1
Cc1ccc(C)c(NC(=O)CSc2nnc(-c3ccco3)o2)c1	-1	6	-0.2	-2	-3	-14	6	4	0
NC(=O)c1cnn(C2CCS(=O)(=O)C2)c1 (configuration not stated)	0	3	0.1	-1	5	-4	0	10	-4
CCn1ncc(/C=C/C(=O)Nc2c(C)nn(CC)c2C)c1C	-3	-11	-0.5	5	0	14	0	-9	1

Compound profiles, as listed above. Values in the order: Runt-CBFb FRET, NPY-Y2 PAM-ag, S1P4 agonist, NPY-Y1 antag, RBBP9 inh, S1P4 antagonist, BaF3 parental, NPY-Y1 PAM-ag, Ba/F3 V617F tox
CCn1ncc(/C=C/C(=O)Nc2c(C)nn(CC)c2C)c1C is listed with -3, -11, -0.5, 5, 0, 14, 0, -9, 1
Nc1c(C(=O)Nc2ccccc2)sc2nc3c(c(-c4ccco4)c12)CCC3 is listed with 12, 6, 0.6, 5, -3, -1, 6, 2, 1
